FXIa inh 1536: inhibitors of human coagulation factor XIa; AID 798; 220,000 compounds, 0.14% hits; P03951; purified FXIa, Boc-Glu-Ala-Arg-AMC fluorogenic substrate; inhibition, % at 5 µM;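 active means inhibition of at least 40%; inactive means inhibition below 40%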;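 further: fluorescence of freed AMC excited at 355 nm; 0% = enzyme without compound and 100% = no enzyme blank; many of its hits are not listed in these tables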
Wee1 degr inh: human Wee1 degradation inhibition, primary screen | P30291 | HeLa Luc-Wee1K328M stability, luciferase luminescence; 100% = proteasome inhibitor MG132 effect | reporter increase, % at 5 µM | 220,000 compounds, 1.2% hits;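 active means activation above the mean of all tested compounds plus 3 SD, set per screening run, cut at about 8.8% in these data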;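 further: cells exposed to compound for 20 h before luminescence read; 0% = DMSO alone and 100% = MG132 at 30 µM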
Target sequence (P30291 whole entry K328M): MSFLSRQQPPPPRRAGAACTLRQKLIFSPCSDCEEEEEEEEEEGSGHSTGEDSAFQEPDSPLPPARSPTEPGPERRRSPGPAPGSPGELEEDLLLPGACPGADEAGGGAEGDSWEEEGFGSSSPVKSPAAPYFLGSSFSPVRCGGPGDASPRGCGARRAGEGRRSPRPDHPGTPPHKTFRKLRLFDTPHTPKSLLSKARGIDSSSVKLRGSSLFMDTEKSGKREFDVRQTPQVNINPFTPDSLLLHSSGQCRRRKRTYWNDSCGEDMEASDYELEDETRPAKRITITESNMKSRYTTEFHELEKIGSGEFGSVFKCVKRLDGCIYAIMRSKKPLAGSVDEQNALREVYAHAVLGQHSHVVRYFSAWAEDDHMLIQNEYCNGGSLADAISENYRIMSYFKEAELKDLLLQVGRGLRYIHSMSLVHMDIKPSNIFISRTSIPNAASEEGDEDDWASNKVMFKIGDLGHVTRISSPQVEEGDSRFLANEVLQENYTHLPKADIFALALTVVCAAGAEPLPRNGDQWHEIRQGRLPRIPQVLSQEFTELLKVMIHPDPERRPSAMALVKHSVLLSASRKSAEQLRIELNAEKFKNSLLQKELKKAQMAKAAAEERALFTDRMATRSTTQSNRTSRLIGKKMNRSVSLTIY
Runt-SMMHC FRET: blocks binding of human RUNX1 Runt domain to CBFb-SMMHC. Q01196+Q13951. 220,000 compounds, 0.74% hits. inhibition, % at 20 µM. Cerulean-Runt/Venus-CBFb-SMMHC FRET ratio 530/480, 1 h. AID 1434;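 active means mean inhibition across duplicate retests at 20 µM reaching about 50%, limit read from the data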;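 further: 0% = DMSO wells and 100% = wells with excess untagged CBFb-SMMHC; inhibitors lower the FRET ratio by blocking Runt binding to CBFb-SMMHC; some results filed as inactive read as strong as hits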
Runt-CBFb FRET: blocks binding of human RUNX1 Runt domain to CBFb; 220,000 compounds, 0.46% hits; inhibition, % at 20 µM; Cerulean-Runt/Venus-CBFb FRET ratio 530/480, 1 h; AID 1496;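 active means inhibition over about 50% at 20 µM in the single-dose screen, limit read from the data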;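 further: 0% = DMSO wells and 100% = excess unlabeled CBFb competitor control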
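Assay system: Cerulean-tagged RUNX1 Runt domain (FRET donor) fusion protein / Amount: 100 nM each of Venus-CBFb and Cerulean-Runt domain / Medium: Tris buffer pH 7.5 with salts and BSA / Also added: Venus-CBFb 100 nM / Schedule: 1 h complex formation plus 1 h compound treatment, room temperature / Signal: FRET fluorescence / Read-out: loss of energy transfer signal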
FXIIa inh: blocks human coagulation factor XIIa protease activity. inhibition, % at 5 µM. purified FXIIa, Boc-QGR-AMC fluorogenic substrate, 2 h. 220,000 compounds, 0.3% hits. AID 800; in the data active means inhibition above about 40%;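 further: 0% = enzyme with no compound and 100% = blank without enzyme; many of its hits are not listed in these tables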
KLK5 inh: inhibitors of human kallikrein 5; recombinant hK5, fluorogenic AMC substrate cleavage; inhibition, % at 5 µM; 210,000 compounds, 0.59% hits; AID 873;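 active means inhibition of 40% or more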;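 further: 0% = enzyme controls without compound and 100% = no-enzyme blanks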
Target sequence (Q9Y337 67-293 limits assumed): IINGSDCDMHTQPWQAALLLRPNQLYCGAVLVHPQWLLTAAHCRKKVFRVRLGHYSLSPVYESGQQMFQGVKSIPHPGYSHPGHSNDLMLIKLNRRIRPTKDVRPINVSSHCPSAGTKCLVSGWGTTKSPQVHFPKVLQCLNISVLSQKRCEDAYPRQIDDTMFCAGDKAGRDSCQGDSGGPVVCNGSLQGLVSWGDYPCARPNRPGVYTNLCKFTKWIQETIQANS
14-3-3 Bad inh: disrupts binding of bovine 14-3-3 zeta to phospho-Bad peptide. P63103. 220,000 compounds, 0.71% hits. TR-FRET 14-3-3zeta/Dy647-pBad peptide displacement, 1 h. inhibition, % at 21.7 µM. AID 781;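 active means inhibition above about 70%, limit read from the data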;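 further: 0% = full 14-3-3 plus peptide FRET controls and 100% = background without 14-3-3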
Hck Nef HTS: blocks Nef-activated human Hck kinase | P08631 | Recombinant Hck-YEEI plus Nef, Z-Lyte FRET kinase assay | inhibition, % at 20 µM | 220,000 compounds, 0.68% hits | AID 463187;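 active means Hck-Nef kinase inhibition above about 50%, limit read from the data; inactive means inhibition below that limit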;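 further: 0% = DMSO with Hck plus Nef and 100% = Hck alone without Nef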
Thrombin inh: inhibitors of human thrombin; P00734; AID 1046; inhibition, % at 5 µM; alpha-thrombin, Boc-VPR-AMC fluorogenic substrate cleavage; 220,000 compounds, 0.26% hits;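 active means inhibition at or above 40%; inactive means inhibition below 40%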;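 further: 0% = enzyme with no compound and 100% = wells without enzyme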
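signal = AMC fluorescence, 355/460 nm | material = human alpha-thrombin enzyme | control set = enzyme without compound as high, wells lacking enzyme as low | times = reaction at room temperature | read-out basis = percent inhibition scaled between no-compound controls and no-enzyme blanks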
An asterisk follows results filed as active; / = not tested or not shown; [ ] = another dose, or the depositor's remark.

FXIa inh 1536	Wee1 degr inh	Runt-SMMHC FRET	Runt-CBFb FRET	FXIIa inh	KLK5 inh	14-3-3 Bad inh	Hck Nef HTS	Thrombin inh	structure
-4	-1	-2	0	0	-18	-7[fluorescence artefact?]	6	-4	COc1ccc(/C=C/C(=O)Nc2cc(C)nn2-c2nc3ccccc3n2Cc2cccc([N+](=O)[O-])c2)cc1
2	-1	2	3	14	-4	-6	-23	-4	COC(=O)c1cscc1NC(C)=O
22	-2	4	1	34	-7	2[fluorescence artefact?]	1	57*	CCC(=O)n1nc(-c2ccc(Cl)cc2)nc1SC
1	3	-2	0	8	/	-3	-20	-3	COC1CCN(C(=O)CC2C(=O)NCCN2CC(C)(C)C)CC1 (stereo not given)
0	2	-3	-1	12	0	9	15	2	Cc1cc(C(=O)N2CCC(C)CC2)on1
-3	4	-4	-2	7	-42	-9	0	4	Cc1ccccc1Oc1ccccc1N
3	1	/	/	6	-1	-3	16	-3	Cc1cc(C)cc(-c2nnc(SCc3ccc(C(=O)O)cc3)o2)c1
-3	-1	-3	-5	3	2	9	0	-4	O=C(c1cc2ccccn2n1)N1CCN(c2cccc(C(F)(F)F)c2)CC1
11	-1	-3	-1	13	/	1	-11	1	CCCCNC(=O)C1CCN(S(=O)(=O)N2CCOCC2)CC1
-1	-3	0	0	5	-10	1	-4	-1	Cc1cc(Nc2cccc(C)c2C)n2ncnc2n1
-9	0	-3	-4	7	7	2	52*	-2	O=C(Cn1nc(C(=O)O)c2ccccc2c1=O)Nc1nc(-c2ccccc2)cs1
-13	-2	6	-2	-7	-19	-8	2	-1	CCOc1ccc(NC(=O)CN2CCN(CC(=O)Nc3ccc(C(=O)OC)cc3)CC2)cc1
1	-1	-1	-2	2	9	12	0	11	COc1ccccc1N/C(=N/S(=O)(=O)c1ccc(Cl)cc1)c1ccccc1
-9	-3	0	-2	-1	-23	-12	1	-21	COc1ccc(-c2nnc(SCC(=O)Nc3ccc4c(c3)OCCO4)n2N)cc1OC
-3	39*	-2	-2	3	-12	-4[fluorescence artefact?]	-1	-3	CCn1cc(C2=NC(c3ccccc3)CO2)c2ccccc21 (stereo not given)
-2	0	-3	2	4	-2	0[fluorescence artefact?]	-17	2	Cc1ccc(CCNC(=O)C2CCN(S(=O)(=O)N3CCCC3)CC2)cc1
0	-1	1	0	-5	-7	1	-5	2	Cc1nn(CC(=O)Nc2c(C)n(C)n(-c3ccccc3)c2=O)c(C)c1[N+](=O)[O-]
-1	1	1	0	11	-23	-23	1	-11	Cc1ccc(CSCCNC(=O)CSc2ccccc2)cc1
-8	-2	-7	/	1	-6	-111[fluorescence artefact?]	-2	-3	CCOc1ccc2nc(NC3=NC(c4ccc(OC)cc4)CC(=O)N3)nc(C)c2c1 (stereo not given)
1	4	-2	0	6	1	-9	22	3	Cc1ccc(-c2nn3cnnc3c3ccccc23)cc1
8	1	0	1	6	-18	0[fluorescence artefact?]	0	0	S=C(Nc1ccccc1)N1CCN(C2CCCCC2)CC1
-1	1	5	0	7	-5	-4[fluorescence artefact?]	1	-2	CCOC(=O)CSC1=C(C#N)C(c2ccc3c(c2)OCO3)CC(=O)N1 (stereo not given)
7	0	13	-1	14	-19	51[fluorescence artefact?]	2	-5	COc1ccc2c(c1)C(=NNC(=O)c1ccccn1)c1cc(OC)ccc1-2
9	0	-7	1	19	7	0	2	7	Cc1ccc2nc(/C(C#N)=C\c3cc(C)n(-c4cccc([N+](=O)[O-])c4)c3C)[nH]c2c1
1	7	-1	10	8	2	0	17	3	O=C(CCCCCn1nnc2ccccc2c1=O)N[C@H](C(=O)O)c1ccccc1
3	-1	4	1	14	-8	3	2	4	COCCN1CN=C(Nc2nc3ccccc3s2)NC1
-8	4	-6	3	-2	-5	6	1	-10	CC1=C(C(N)=O)C(c2cccc(O)c2)n2nc(CCCO)nc2N1 (stereo not given)
6	-1	1	2	21	-13	-4[fluorescence artefact?]	5	-7	COc1cccc(-c2nc3ccccc3c(=O)n2NC(=O)c2cccnc2Cl)c1
-20	0	1	0	2	-2	1[fluorescence artefact?]	10	-2	COc1ccccc1C1N(c2ccc(F)cc2)C(=O)C2CCCN21 (stereo not given)
0	2	-8	-2	1	-6	10	1	-1	CC(C)Cc1nc2oc3c(NCCCN4CCOCC4)ncnc3c2c2c1CCC2
-8	-2	1	0	1	-82	-2	1	-20	O=C(C1CCCCN1S(=O)(=O)c1ccccc1)N1CCN(Cc2ccccc2)CC1 (stereo not given)
-10	0	0	-1	-10	-5	-13	3	1	CCn1c(SCC(=O)c2ccccc2)nnc1-c1ccoc1C
10	-3	-1	0	11	-5	9	4	-1	COc1ccc(NC(=O)COc2ccc(N(C)S(=O)(=O)c3ccc(C)cc3)cc2)cc1
-3	2	2	-3	2	/	8	-6	-10	COc1ccc(C(CC(=O)NCC(OC)OC)NS(=O)(=O)c2ccc(Cl)cc2)cc1 (stereo not given)
0	2	4	0	-1	-4	-3	27	-5	COc1ccccc1NC(=O)COC(=O)C1CC2C=CC1C2 (stereo not given)
6	-1	3	-2	13	-17	17	1	-12	CCCN1Cc2cccc(C(=O)NCc3cccs3)c2C1=O
8	2	-4	1	3	6	13	0	6	CCC(=O)Nc1ccc(C(=O)N/N=C/c2ccccc2[N+](=O)[O-])cc1
-8	0	30	28	-3	-25	-1	3	-4	O=C(Cn1c(=O)n(Cc2ccco2)c(=O)c2c3c(sc21)CCCCC3)c1ccccc1
-5	3	-3	1	2	-2	-4	20	-9	COc1ccc(S(=O)(=O)N2CCCCC2)cc1-n1cnnn1
-3	4	-1	18	8	-3	-10	22	-2	COc1ccc(-c2csc(N(Cc3ccco3)C(=O)c3cccs3)n2)cc1
21	-3	3	2	27	/	-4	-19	8	CC1(C)CC(NC(=S)Nc2ccc([N+](=O)[O-])cc2)CC(C)(C)N1
6	0	1	0	4	-16	6	-16	0	CN(C)CCCN(C(=O)COc1ccc(Cl)cc1)c1nc2c(F)cccc2s1
0	5	-21	-5	3	-2	43	28	-5	O=C(Nc1ccc2oc(-c3ccncc3)nc2c1)c1ccc2c(c1)OCCO2
-6	1	-4	0	1	-16	1	5	-1	Cc1ccc(OCC(=O)Nc2ccccc2[N+](=O)[O-])c(Br)c1
2	-5	-1	-8	10	5	-13	25	-2	CCC(C)NC(=O)/C=C/c1ccc(S(=O)(=O)NCc2ccco2)cc1 (stereo not given)
-2	-1	-4	0	9	2	2	-3	-4	CCN(Cc1ccccc1)C(=O)Cn1c(C(C)O)nc2ccccc21 (stereo not given)
3	-2	1	-7	9	-2	9	13	-7	Cc1nn(CCc2nn[nH]n2)c2nc(-c3ccccc3)cc(C(F)(F)F)c12
-7	-1	-2	-3	/	-2	1	-37	-8	O=C(COC(=O)c1ccccc1O)NCCC1=CCCCC1
-8	2	2	0	6	-1	18	13	2	CN(/N=C/c1ccc(Br)o1)C1=NS(=O)(=O)c2ccccc21
-10	2	1	31	-6	-22	1	-4	-1	O=C(Nc1ccc(C(=O)N2CCOCC2)cc1)Nc1cccc2ccccc12
2	4	1	2	5	0	2	-1	-3	CCCc1cc(=O)[nH]c(SCc2ccc(F)cc2)n1
3	-2	0	0	18	3	6	0	5	Cc1cc(NC(=O)c2ccc(Cl)cc2)c(C(C)C)cc1O
5	-3	1	-4	14	-8	-9	14	2	COc1ccc(C(=O)N2CC3(C)CC2CC(C)(C)C3)cc1OC (stereo not given)
-3	-2	2	-3	-14	18	-7	-4	-4	CC(C)CN1C(=O)c2ccc(C(=O)Nc3ccncc3)cc2C1=O
-2	-2	0	-2	3	-4	-7	19	-3	COc1ccc(C2CC2/C(C)=N/OC(=O)C2CC2)cc1 (stereo not given)
6	-1	4	-6	8	-9	-2	0	5	CC(C)C(C(=O)NC1CCCCC1)N(CC1CCCO1)C(=O)CNS(=O)(=O)c1ccc(F)cc1 (stereo not given)
-4	-3	-26	-20	1	-6	-4[fluorescence artefact?]	1	2	CC(C)n1cc(/C=C2/NC(=O)N(c3cccc(Cl)c3)C2=O)c2ccccc21
-6	1	/	/	4	-2	-15	23	13	COc1ccc(CCNC(=O)C(=O)N/N=C/c2cccs2)cc1OC
5	1	4	0	9	16	-4	7	-6	Cc1cc(C(=O)CN2C(=O)NC3(CCCCC3C)C2=O)c(C)n1Cc1cccs1 (stereo not given)
3	-3	-2	0	4	-17	-1[fluorescence artefact?]	6	-5	CCc1nnc(N/N=C/c2ccc(N3CCC(C)CC3)c([N+](=O)[O-])c2)n1N

(next part)
FXIa inh 1536	Wee1 degr inh	Runt-SMMHC FRET	Runt-CBFb FRET	FXIIa inh	KLK5 inh	14-3-3 Bad inh	Hck Nef HTS	Thrombin inh	structure
5	-4	-4	3	12	6	-7	14	0	CC(C)Cc1nc2c(nnn2Cc2ccccc2F)c(=O)[nH]1
-6	0	2	/	-2	-22	30	-1	0	C=CCn1c(SCC(=O)c2ccc(F)cc2)nnc1-c1ccc2c(c1)OCO2
-1	6	-6	-2	6	0	4	-1	-3	CCOc1cc(C(=O)Nc2ccc(N3CCN(S(C)(=O)=O)CC3)cc2)cc(OCC)c1OCC
3	0	-5	-1	7	3	-8[fluorescence artefact?]	1	8	Cc1ccccc1OCC(=O)N(Cc1cccs1)C1CCS(=O)(=O)C1 (stereo not given)
-3	0	2	1	4	1	4	14	-2	CC(C)OCCCN1CN(S(=O)(=O)c2cccs2)c2nc3ccccc3nc21
-1	1	1	0	8	-2	0	21	12	O=C(Nc1ccc([N+](=O)[O-])cc1)c1ccccc1F
4	-3	0	2	12	-19	-19	0	-10	CCOc1ccc(S(=O)(=O)N/N=C2/CCCC(=O)C2)cc1
1	-1	-1	0	15	15	2	-2	1	Cc1cccc2c1OCC/C2=N\NC(=O)COc1ccccc1
-4	3	4	4	1	-8	3	39	0	COc1cc(CNc2ccc(N3CCOCC3)cc2)cc(Br)c1OC
-2	/	-6	-3	4	-3	-5	22	-6	COCCN=C1OC(=O)N2C(=O)C3=C4[C@@H](C[C@H]5C(=O)N(c6ccccc6)C(=O)[C@H]5[C@H]4[C@@]12Cc1ccccc1)[C@H]1C(=O)N(c2ccccc2)C(=O)[C@H]1[C@H]3C
-4	0	-3	-6	9	-1	-3	25	-19	COc1ccc(C)cc1NC(=O)c1ccc(-c2ccc(C(C)=O)cc2)o1
-1	0	-1	-3	1	-12	-26	0	-6	CCCNC(=O)COc1cccc(C(=O)NCc2ccccc2)c1
5	1	-1	3	16	-21	10	-3	6	CC(C)C(=O)N(Cc1cc(=O)[nH]c2ccccc12)c1ccccc1
